# TRb SRC2 PPI: disrupts binding of human TR beta to SRC2; 280,000 compounds, 0.065% hits; P10828; Potency, µM (top dose mostly 106 µM), for the others: at the top dose activity change, negative = inhibition, hits mostly inhibitors; TRbeta-SRC2 peptide binding, fluorescence polarization; receptor liganded with 1 µM T3;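 note: plate controls were bound peptide for no effect and peptide without receptor for full effect; nearly all actives have a fitted effect of over 50% in size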
#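 A fluorescence polarization screen tested compounds at multiple concentrations against complex formation between 0.6 uM TRb ligand-binding domain and 20 nM Texas Red SRC2 peptide, with 1 uM T3 present; readout after 5 hr.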
# Tau fluor counter: counter-screen for tau fibril formation inhibitors. tau K18 P301L Alexa594 fluorescence, heparin fibrillization. Potency, µM (titrated, usually from 57.7 µM), for inactives: at the top dose activity change, negative = decrease. 280,000 compounds, 0.93% hits. AID 1463; note: % is set by controls: 0 for no effect and ±100 for the full control effect; nearly all actives have a fitted effect of over 55% in size
#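 Human K18 P301L tau (15 uM unlabeled plus 0.24 uM Alexa 594-labeled, final) in 100 mM sodium acetate pH 7 was mixed with compound and 20 uM heparin and incubated 6 hr at 37 C.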
# Tau FP inhib: blocks human tau fibril formation measured by polarization | Potency, µM (highest dose often 57.7 µM), inactives show top-dose activity, negative = inhibition, usual class: inhibitors | P10636 | K18 P301L tau heparin fibrillization, Alexa594 FP, 6 h | AID 1468 | 280,000 compounds, 0.39% hits; note: % is set by controls: 0 for no effect and ±100 for the full control effect; nearly all actives have a fitted effect of over 55% in size
# Target sequence (P10636 561-689 P618L limits assumed): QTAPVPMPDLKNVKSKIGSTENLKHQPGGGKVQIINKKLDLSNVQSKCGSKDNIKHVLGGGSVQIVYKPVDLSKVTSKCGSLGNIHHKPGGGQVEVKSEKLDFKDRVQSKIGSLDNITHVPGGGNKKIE
#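 Heparin (20 uM) drove fibril formation of recombinant tau K18 P301L, 15 uM unlabeled with 0.24 uM Alexa 594 label, for 6 hr at 37 C in 100 mM sodium acetate pH 7. Fluorescence polarization (555/632 nm) read 1 hr after 30 uM ThT.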
# L3MBTL1 block: inhibitors of human L3MBTL1 | Q9Y468 | AlphaScreen L3MBTL1–H3K9me1 peptide binding | Potency, µM (series often up to 57.1 µM), inactives show top-dose activity, negative = inhibition, actives largely listed as inhibitors | 230,000 compounds, 0.66% hits; note: % is set by controls: 0 for no effect and ±100 for the full control effect; nearly all actives have a fitted effect of over 60% in size
# Target sequence (Q9Y468 whole entry, looked up): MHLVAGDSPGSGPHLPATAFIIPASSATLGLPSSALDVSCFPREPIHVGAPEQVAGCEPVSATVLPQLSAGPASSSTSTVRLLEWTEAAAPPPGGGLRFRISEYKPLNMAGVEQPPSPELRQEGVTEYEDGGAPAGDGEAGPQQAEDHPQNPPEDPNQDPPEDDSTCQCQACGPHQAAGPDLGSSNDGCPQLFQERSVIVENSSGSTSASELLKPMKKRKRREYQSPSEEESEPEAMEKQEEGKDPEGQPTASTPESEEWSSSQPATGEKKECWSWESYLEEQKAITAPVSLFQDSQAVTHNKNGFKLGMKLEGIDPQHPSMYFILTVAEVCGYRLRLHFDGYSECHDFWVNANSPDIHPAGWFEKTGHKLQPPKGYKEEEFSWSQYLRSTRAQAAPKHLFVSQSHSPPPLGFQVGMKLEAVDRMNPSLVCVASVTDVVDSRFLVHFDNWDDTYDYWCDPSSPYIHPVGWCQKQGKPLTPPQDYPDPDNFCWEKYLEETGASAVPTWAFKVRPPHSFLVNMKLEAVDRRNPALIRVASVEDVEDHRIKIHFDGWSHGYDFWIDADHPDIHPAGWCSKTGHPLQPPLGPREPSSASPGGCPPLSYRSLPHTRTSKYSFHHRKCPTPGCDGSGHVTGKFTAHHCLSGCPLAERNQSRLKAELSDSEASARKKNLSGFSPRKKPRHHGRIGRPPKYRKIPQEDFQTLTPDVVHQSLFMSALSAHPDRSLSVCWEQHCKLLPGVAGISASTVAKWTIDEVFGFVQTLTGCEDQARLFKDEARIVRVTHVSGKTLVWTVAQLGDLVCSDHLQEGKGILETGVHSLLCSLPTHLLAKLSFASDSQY
#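 L3MBTL1 (50 nM) pre-complexed 30 min with biotinylated H3(1-15)K9me1 peptide (75 nM), then compounds added for 30 min at room temperature; AlphaScreen streptavidin donor/nickel chelate acceptor beads (10 ug/mL final) read after 30 min dark incubation.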
# TR SRC2 fluor cs: Texas Red fluorescence interference in TRb-SRC2 counter-screen; TRb/SRC2 Texas Red total fluorescence interference; Potency, µM (highest dose often 106 µM), for inactives: at the top dose fluorescence change, negative = quenching; 280,000 compounds, 0.29% hits; active = well fitted curve in either direction with a large enough effect; inconclusive = small, poorly fitted or top-dose-only effect; note: % is set by controls: 0 for no effect and ±100 for the full control effect
#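 Human TRβ ligand-binding domain (0.6 uM) and Texas Red SRC2 peptide (20 nM) in Tris buffer with 1 uM T3 and 5% DMSO were incubated with pinned compound for 5 hr at ambient temperature. Total fluorescence was computed as S + 2P (555/632 nm).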
# HTT cytoprotect: protects HTT-Q103 PC12 cells, measured by ATP. PC12 HTT-Q103 induced, cytoprotection, ATP luminescence, 40 h. Potency, µM (top dose mostly 56.4 µM), without a hit: cytoprotection (ATP increase), hits mostly activators. 230,000 compounds, 0.14% hits. AID 1471;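 note: % of control where 0% means no effect; nearly all actives have a fitted effect of over 45% in size; toxic huntingtin expression switched on by the ecdysone agonist tebufenozide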
#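 Compounds added alongside 100 nM tebufenozide, which induces toxic Q103 huntingtin exon 1-GFP in stable PC12 cells; surviving cells quantified by luminescent ATP measurement. Medium: phenol red-free DMEM, 5% equine and 5% calf serum.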
# RECQ1 inh: blocks DNA unwinding by human RECQ1. 240,000 compounds, 0.54% hits. Potency, µM (titrated, usually from 57.3 µM), for inactives: top-dose activity, negative = inhibition, hits mostly inhibitors. P46063. RECQ1 DNA unwinding, red fluorescence kinetic read. AID 2549;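 note: plate controls were vehicle for no effect and no enzyme for full effect; nearly all actives have a fitted effect of over 30% in size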
#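 50 nM RECQ1T1 preincubated 15 min with compound in Tris pH 8.0 buffer with MgCl2, DTT, Tween-20 and 2.5 ug/ml poly(dI-dC); started with 200 nM TAMRA/BHQ-2 forked duplex and 2 mM ATP. Unwinding read as fluorescence (525/598 nm), two reads 2 h apart.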
# Tau fibril ThT: blocks human tau fibril formation measured by thioflavin T; recombinant tau K18 P301L (four-repeat tau fragment), heparin-induced fibrillization, ThT fluorescence; Potency, µM (titrated, usually from 57.4 µM), for inactives: at the top dose activity, negative = inhibition, actives largely listed as inhibitors; 270,000 compounds, 2.1% hits; note: % is set by controls: 0 for no effect and ±100 for the full control effect; nearly all actives have a fitted effect of over 55% in size
#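 In this qHTS, human K18 P301L tau is incubated with compound and heparin for 6 hr at 37 C, and Thioflavin T fluorescence then reports fibril load.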
# * hit, by the source's call; i = inactive; ? = inconclusive; . = not tested or not shown; [ ] = dose if it differs, or a comment. Unless noted, calls come from the whole dose curve; as a rule, active = well fitted curve in the direction sought with a large enough effect; inconclusive = small, poorly fitted or top-dose-only effect, or another doubt; inactive = no such curve, though single readings can be large; an effect the other way counts as inactive or inconclusive. Potency is the fitted concentration of half-maximal effect. A portion of the library, so the mix of outcomes need not match the whole.
SMILES,TRb SRC2 PPI,Tau fluor counter,Tau FP inhib,L3MBTL1 block,TR SRC2 fluor cs,HTT cytoprotect,RECQ1 inh,Tau fibril ThT
CCOC(=O)c1cnc2ncnn2c1N,-5.3%,-3.1%,5.4%,-3.5%,-1.6%,-20.0%,i,-6.5%
Cc1cc2oc(C(=O)Nc3cccc(-c4nc5ccccc5o4)c3)c(C)c2cc1Cl,-7.8%,-6.8%,2.9%,.,-0.1%,.,.,-3.1%
CCCn1c(SCC(=O)NC2CCCC2)nnc1-c1ccccn1,-2.6%,0.2%,-2.0%,.,-5.1%,7.0%[10 µM],6.2%,1.0%
Cc1onc(-c2ccccc2Cl)c1C(=O)Nc1ccc(S(=O)(=O)N2CCCC2)cc1,-3.8%,-26.0%,-2.0%,-2.3%,0.0%,-7.4%,-6.6%,-8.9%
Cc1cccc(C(=O)Nc2ccccc2C(=O)NCc2cccnc2)c1,-3.0%,-11.8%,-7.8%,0.6%,0.4%,-35.7%[10 µM],13.3%,-4.1%
c1ccc2oc(Cc3ccc(Cc4nc5ccccc5o4)cc3)nc2c1,-15.5%,-1.4%,2.0%,-12.2%,-2.4%,?,-3.3%,-4.0%
Oc1ccc(Br)cc1-c1cc(-c2ccccc2F)[nH]n1,-1.0%,?,-12.3%,.,5.8%,-12.8%,-0.2%,?
COc1ccc(CCNC(=O)Cn2cnc3c(cnn3C(C)(C)C)c2=O)cc1OC,4.0%,3.9%,10.4%,4.2%,-0.1%,12.6%[10 µM],2.4%,-1.7%
O=C1CCC(=O)N1c1nc2nc(-c3ccccc3)cc(-c3ccccc3)n2n1,6.6%,1.5%,-0.9%,-3.2%,-2.7%,-18.4%,14.6%,-5.8%
O=c1cc(-c2cccc(F)c2)[nH]c2ccccc12,2.7%[201 µM],-0.4%[126 µM],6.7%[126 µM],7.8%,3.0%[201 µM],-293.5%[inhibitor][96.6 µM],-3.4%[126 µM],-0.3%[126 µM]
CCCCNc1sc(S(=O)(=O)CCC)nc1S(=O)(=O)c1ccc(C)cc1,-2.9%,-12.1%,-8.8%,.,-2.6%,.,.,2.8%
Clc1ccc(OCc2noc(-c3ccsc3)n2)c(Cl)c1,-4.1%,?,?,93.1%[activator],-3.7%,1.6%[10 µM],-2.0%,?
CC(CCc1ccccc1)NC(=O)COC(=O)c1cc(NS(=O)(=O)c2ccc(Cl)c([N+](=O)[O-])c2)ccc1O (centres undefined),4.6%,?,-5.6%,-7.6%,-2.4%,.,-7.7%,?
CCC(=O)Nc1nnc(-c2ccc(OC)cc2)o1,-2.8%,-10.0%,-1.7%,.,-6.9%,-23.9%,-15.7%,-20.8%
CC(=O)c1ccc(N(C(=O)Cn2nnc(-c3ccccc3)n2)C(C(=O)NC2CCCCC2)c2ccccn2)cc1 (centres undefined),-4.9%,11.8%,-1.2%,7.4%,-1.6%,-13.6%[10 µM],i,1.1%
Cc1cccc(CCn2c(=O)c3ccccc3n(Cc3ccccc3C)c2=O)c1,-2.3%,-19.3%,-10.0%,.,-0.4%,.,.,-12.2%
O=C(Nc1nnc(C2CC2)s1)c1cccnc1Oc1ccc(Cl)cc1,1.8%,-4.7%,0.8%,6.7%,2.2%,-14.9%[10 µM],-0.6%,6.0%
Cc1ccc(NC(=O)Cn2nnc(C(=O)Nc3ccc(C)c(C)c3)c2N)cc1,-1.5%,-8.5%,-6.2%,1.1%,-3.0%,-5.5%[1.9 µM],-5.0%,-12.6%
COCCCNC(=O)c1ccc(C(=O)NCCCOC)cc1,-9.4%,-7.0%,-2.3%,2.7%,-4.3%,-2.0%,i,-13.8%
CC(C)N(C(=O)CSc1nnc(-c2ccc3c(c2)OCO3)n1C)C(C)C,-2.6%,-7.2%,-3.1%,.,-2.6%,1.1%,-1.3%,-8.1%
O=C(Nc1nc(-c2cc(Cl)sc2Cl)cs1)c1ccc(Br)s1,-3.5%,-21.5%,-13.9%,.,-5.2%,-16.8%,i,-19.3%
CC(C)(C)NC(=O)NC(=O)CSc1n[nH]c(-c2ccccc2Br)n1,-0.9%,-2.4%,0.0%,-0.8%,-0.8%,29.7%[10 µM],i,-2.0%
Cc1ccc(C(=O)NCCc2ccc(S(N)(=O)=O)cc2)cc1[N+](=O)[O-],-4.3%,-7.4%,-6.5%,.,-1.3%,23.8%,i,?
Cc1ccc(S(=O)(=O)N2CCCOC2CNC(=O)C(=O)NC2CCCCC2)cc1 (centres undefined),3.2%,3.5%,6.5%,10.2%,-5.2%,7.2%[10 µM],i,0.2%
O=c1c(C(c2ccc(F)cc2)c2c(O)nc3n(c2=O)CCS3)c(O)nc2n1CCS2,-5.2%,-8.4%,-21.2%,-7.2%,-2.5%,0.6%[10 µM],-2.8%,?
COC(=O)c1ccc(Oc2cc(C)nc(SC)n2)cc1,-1.9%,-2.3%,-2.0%,5.1%,-1.7%,-5.8%[0.074 µM],i,-5.8%
O=C(O)CSc1nnc(NC(=O)c2ccc3c(c2)OCO3)s1,0.7%,-4.5%,-5.4%,30.5%[activator],1.4%,-171.6%[inhibitor],i,-5.2%
OCCCCNCc1ccc(OCc2ccc(Cl)cc2Cl)cc1,-15.2%,-16.3%,8.9%,0.7%,0.7%,-79.3%[inhibitor],i,-2.7%
Cn1c(=O)[nH]c2cc(-c3noc(-c4cccc(Cl)c4)n3)ccc21,4.3%,-13.8%,-11.7%,.,0.5%,.,.,?
CC1=NOC(=O)/C1=C/c1ccc(-c2ccc(Cl)cc2)o1,1.7%,?,-8.1%,.,-8.4%,-91.2%[inhibitor],-3.0%,17.8µM*
N#Cc1ccsc1NC(=O)CN1CCN(c2ccc(O)cc2)CC1,0.6%,-29.6%,4.7%,-11.6%,7.2%,1.3%[1.9 µM],-29.0%,?
CC(C(=O)Nc1ccccc1C(=O)N1CCOCC1)N(c1ccccc1)S(C)(=O)=O (centres undefined),8.5%,4.5%,3.5%,6.7%,0.7%,9.8%[10 µM],-2.6%,2.6%
CN1CC(=O)N(CCOc2ccccc2)C1=O,-20.2%,-4.7%,-4.6%,.,-4.8%,1.1%,i,-5.5%
CC(C)NC(=O)CSc1nc(N)c(NC(=O)c2ccco2)c(=O)[nH]1,0.6%,1.8%,-1.5%,.,-0.3%,-0.2%,-0.8%,2.4%
CC1(C)Cc2cccc(OCC(O)CN3CCN(c4ccccn4)CC3)c2O1 (centres undefined),-19.0%,3.2%,6.2%,1.1%,-3.2%,-5.0%[10 µM],-2.0%,-3.6%
CC1(C)Cc2ccccc2-c2nc(NCCO)n(-c3ccccc3)c(=O)c21,-1.4%,-13.0%,-5.9%,.,-1.2%,-1.0%[10 µM],i,-4.0%
COc1ccc(N(CC(=O)N2CCN(c3cccc(Cl)c3)CC2)S(=O)(=O)c2c(C)noc2C)cc1,-6.7%,-22.7%,-2.5%,.,0.3%,.,.,-3.1%
CCCCNS(=O)(=O)/C=C/c1ccccc1,2.3%,2.7%,3.6%,-3.5%,-0.1%,-14.4%[10 µM],-2.0%,9.7%
Cc1ccc(CNC(=O)C(=O)NCC(c2ccco2)S(=O)(=O)c2ccc(C)cc2)cc1 (centres undefined),-2.8%,1.7%,-2.3%,.,-0.1%,.,.,7.7%
Oc1ccc[n+](CCCCC[n+]2cccc(O)c2)c1,2.3%,11.0%,7.5%,12.2%,1.9%,13.8%[10 µM],-11.9%,4.8%
CC12CNCC(C)(CN(C(c3ccccc3)c3ccccc3)C1)C2,10.3%,1.4%,1.9%,-0.7%,-0.7%,0.9%[10 µM],6.5%,5.4%
O=C(CCN1CCCCCC1)Nc1ccc(F)cc1,3.0%,-1.2%,3.5%,-4.0%,2.4%,2.2%,2.1%,-9.2%
CCOC(=O)N1CCC(NCc2c(C(=O)N(C)Cc3ccccc3)nc3ccccn23)CC1,-13.3%,-2.7%,-2.0%,41.4%[activator],-8.0%,28.5%,i,0.6%
C=CCN(CC=C)C(=S)Nc1ccc2nsnc2c1,-8.8%,-15.9%,?,8.91µM*,0.1%,-30.2%[inhibitor],-4.2%,?
CCC1(C)Cc2ccccc2-c2c1c(=O)n(-c1ccc(C)cc1)c1nnnn21 (centres undefined),-2.8%,-7.1%,1.6%,.,-4.7%,0.6%,-13.6%,-7.1%
CCOC(=O)COc1ccc2c(C)c(CCN(CC)CC)c(=O)oc2c1Cl,-3.7%,.,.,.,-3.9%,12.7%,13.9%,.

# Some of the entries so far, with two lines to a compound.
# Value order: TRb SRC2 PPI, Tau fluor counter, Tau FP inhib, L3MBTL1 block, TR SRC2 fluor cs, HTT cytoprotect, RECQ1 inh, Tau fibril ThT
> COc1ccc(N(CC(=O)N2CCN(c3cccc(Cl)c3)CC2)S(=O)(=O)c2c(C)noc2C)cc1
    -6.7%, -22.7%, -2.5%, ., 0.3%, ., ., -3.1%
> CCCCNS(=O)(=O)/C=C/c1ccccc1
    2.3%, 2.7%, 3.6%, -3.5%, -0.1%, -14.4%[10 µM], -2.0%, 9.7%
> Cc1ccc(CNC(=O)C(=O)NCC(c2ccco2)S(=O)(=O)c2ccc(C)cc2)cc1 (centres undefined)
    -2.8%, 1.7%, -2.3%, ., -0.1%, ., ., 7.7%
> Oc1ccc[n+](CCCCC[n+]2cccc(O)c2)c1
    2.3%, 11.0%, 7.5%, 12.2%, 1.9%, 13.8%[10 µM], -11.9%, 4.8%
> CC12CNCC(C)(CN(C(c3ccccc3)c3ccccc3)C1)C2
    10.3%, 1.4%, 1.9%, -0.7%, -0.7%, 0.9%[10 µM], 6.5%, 5.4%
